Wnt act = Wnt/beta-catenin pathway activators, primary screen, cell-based, plate reader, single point. Wnt/beta-catenin reporter cell assay, activator. activation, % at 9.35 µM. actives 1.2% (n = 300,000). AID 743398, 2014; in the data active = activation above about 30%, passing the limit was not always enough;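 also: 0% = neutral control wells and 100% = positive control wells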
V-ATPase pHluor = regulators of yeast V-ATPase proton pumping, primary screen, pHLuorin cytosolic pH fluorescence. S. cerevisiae. response, % at 10 µM. actives 0.37% (n = 350,000); in the data active = response mostly above about 7.3%, no sharp cut-off; inactive = mostly below about 5.4%; also: actives read high; inactives centre near 0; some compounds called inactive have numbers as strong as hits; reference of the scale not given here
CDK5 p35 inh = inhibitors of human CDK5/p35 kinase, primary screen, biochemical, single concentration; Cyclin-dependent kinase 5 (Homo sapiens) + Cyclin-dependent kinase 5 activator 1 (Homo …; Recombinant CDK5/p35, ADP-Glo luminescence, 60 min; inhibition, % at 10 µM; actives 0.01% (n = 330,000);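 active = highest replicate inhibition of at least 50% and at least 75% of replicates reaching 50%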;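 also: plate controls were DMSO neutral control for no effect and GW8510 at 10 µM for full effect; many of its hits are not listed in these tables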
Target sequence (Q00535 whole entry, looked up): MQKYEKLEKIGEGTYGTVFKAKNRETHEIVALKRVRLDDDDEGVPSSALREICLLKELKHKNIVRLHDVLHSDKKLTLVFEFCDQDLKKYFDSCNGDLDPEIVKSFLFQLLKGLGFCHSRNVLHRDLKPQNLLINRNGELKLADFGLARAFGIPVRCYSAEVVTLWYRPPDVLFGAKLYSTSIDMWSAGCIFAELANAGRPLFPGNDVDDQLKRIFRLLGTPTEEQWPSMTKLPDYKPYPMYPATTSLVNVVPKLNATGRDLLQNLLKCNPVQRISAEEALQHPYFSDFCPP
Target sequence (Q15078 whole entry, looked up): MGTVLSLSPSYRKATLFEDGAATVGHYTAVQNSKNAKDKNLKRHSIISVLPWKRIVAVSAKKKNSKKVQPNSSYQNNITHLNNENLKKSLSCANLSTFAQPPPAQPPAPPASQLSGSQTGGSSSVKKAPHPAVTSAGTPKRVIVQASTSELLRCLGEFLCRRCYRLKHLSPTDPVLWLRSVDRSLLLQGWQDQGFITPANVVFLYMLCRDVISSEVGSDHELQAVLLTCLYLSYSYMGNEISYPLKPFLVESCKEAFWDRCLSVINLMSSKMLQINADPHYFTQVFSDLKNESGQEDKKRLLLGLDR
Rtt109 HAT inh = inhibitors of C. albicans Rtt109/Vps75 HAT, primary screen, biochemical, ThioGlo CoA-SH fluorescence, plate reader; Histone acetyltransferase RTT109 (Candida albicans (strain SC5314 / ATCC MYA-2876)), …; purified Rtt109/Vps75, 4 h; inhibition, % at 34.9 µM; actives 0.16% (n = 330,000);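 active = inhibition of at least 50% in every replicate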
Target sequence (Q5AAJ8 whole entry, looked up): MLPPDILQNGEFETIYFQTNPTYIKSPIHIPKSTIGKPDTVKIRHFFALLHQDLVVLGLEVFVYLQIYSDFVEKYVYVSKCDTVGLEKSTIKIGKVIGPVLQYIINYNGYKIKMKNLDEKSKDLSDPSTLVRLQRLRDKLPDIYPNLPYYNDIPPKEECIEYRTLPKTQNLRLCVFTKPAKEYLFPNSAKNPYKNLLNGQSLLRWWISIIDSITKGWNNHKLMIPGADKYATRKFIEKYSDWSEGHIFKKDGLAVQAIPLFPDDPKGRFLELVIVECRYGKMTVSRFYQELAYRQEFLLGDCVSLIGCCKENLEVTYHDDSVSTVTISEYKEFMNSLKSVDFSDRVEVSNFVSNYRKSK
Tat transport = E. coli Tat export inhibitors, primary screen, MC4100, TorA-mCherry reporter, fluorescence, single point; inhibition, % at 10 µM; AID 488895, 2010; actives 0.036% (n = 340,000);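 active = mean replicate inhibition at least 50% and at least half of replicates individually reaching 50%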;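 also: exported cargo escapes ClpAP degradation while cytoplasmic cargo is degraded and loses fluorescence; 0% = median of neutral control wells and 100% = median of NaSCN control wells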
CAL PDZ FP-1 = untagged CAL PDZ binding inhibitors, primary screen, biochemical, fluorescence polarization, HTS; AID 602252, 2012; inhibition, % at 24.9 µM; actives 0.92% (n = 300,000); Golgi-associated PDZ and coiled-coil motif-containing protein (Homo sapiens), Q9HD26; purified CAL PDZ, TMR-peptide fluorescence polarization, 1 h;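 active = mean inhibition of at least 30% with at least half of replicates also reaching 30%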;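 also: 0% = DMSO neutral control and 100% = excess unlabeled competitor peptide PRC23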
dFosB activator = activators of delta FosB homodimer, primary screen, biochemical, fluorescence polarization, TAMRA-CDK5 oligo, single point; AID 493131, 2011; purified delta FosB; percent of positive-control signal above neutral wells; actives 0.99% (n = 340,000); activation, % at 25 µM;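 active = mean activation above about 17%, with every replicate also reaching it, limit read from the data, passing the limit was not always enough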;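 also: fluorescence polarization rise as delta FosB binds a TAMRA Cdk5 AP-1 oligo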
CAL PDZ FP-2 = CAL PDZ peptide-binding inhibitors, primary screen, biochemical, fluorescence polarization, Cer-tagged CAL PDZ, HTS; Golgi-associated PDZ and coiled-coil motif-containing protein (Homo sapiens), Q9HD26; purified CAL PDZ, TMR-peptide fluorescence polarization, 1 h; inhibition, % at 20 µM; actives 0.02% (n = 330,000); AID 504414, 2011;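 active = highest replicate inhibition of at least 40%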;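 also: plate controls were DMSO neutral control wells for no effect and unlabeled competitor peptide control wells for full effect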
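System: purified tagged CAL PDZ domain construct (CerCALP). Schedule: 1 h incubation at room temperature before polarization reading. Medium: 25 mM sodium phosphate pH 7.4, 150 mM NaCl, TCEP, IgG, Thesit. Read-out: percent inhibition from loss of millipolarization. Measured by: FP readout, S and P plane fluorescence. Probe or stimulus: fluorescent TMR peptide probe.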
MITF TRPM1 HTS = activators of MITF-driven TRPM1 promoter reporter, primary screen, cell-based, SK-MEL-5, luciferase, single point | SK-MEL-5 TRPM1-promoter luciferase, 24 h; % of positive control, neutral wells = 0 | activation, % at 12.5 µM | actives 0.75% (n = 300,000);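 active = mean activation of at least 80% with every replicate also reaching 80%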;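 also: 0% = neutral control wells and 100% = parthenolide positive control wells; values of inactives mirror those of a sister screen read the other way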
RTF Ca sens act = cardiac RTF calcium sensitivity activators, primary screen, biochemical, IANBD-TnC fluorescence, EC20 calcium. IANBD-labeled TnC RTF fluorescence at EC20 calcium; 0% EC20 calcium, 100% full calcium. activation, % at 7.2 µM. actives 0.24% (n = 340,000). Troponin I, cardiac muscle (Homo sapiens) + Troponin T, cardiac muscle (Homo sapiens) + …;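 active = activation above the mean over all tested compounds plus 3 SD, cut at about 30% in these data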;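 also: rise in fluorescence read as greater calcium sensitivity of cardiac thin filaments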
Active calls of the source: *; . = no result given.

SMILES	Wnt act	V-ATPase pHluor	CDK5 p35 inh	Rtt109 HAT inh	Tat transport	CAL PDZ FP-1	dFosB activator	CAL PDZ FP-2	MITF TRPM1 HTS	RTF Ca sens act
O=C(N/N=C/c1cn(-c2ccccc2)nc1-c1cccnc1)c1ccc(F)cc1	-0.7	2.5	-1.6	6.0	2.2	1.4	-14.4	-2.9	16.2	2.3
CC(NS(=O)(=O)OCC(Cl)(Cl)Cl)c1ccc(Br)cc1 (stereo unspecified)	-1.2	1.9	2.8	1.9	-2.3	4.3	-2.0	-0.3	0.0	3.1
COc1ccc2oc(-c3ccccc3)c(C(=O)O)c2c1	0.5	1.1	0.2	.	5.3	-5.8	4.9	-2.2	-13.4	3.2
Cc1ccc(-c2cc(C(=O)Nc3ccc(S(=O)(=O)N4CC(C)OC(C)C4)cc3)[nH]n2)c(O)c1 (stereo unspecified)	-5.2	-1.4	-0.9	-10.3	-1.5	-2.1	42.1*	-3.9	3.9	-1.6
Cc1ccnc(NC(=O)c2cccc(NC(=O)c3ccccc3C)c2)c1	-2.5	-3.7	0.1	-1.4	1.3	.	-6.6	-0.1	19.3	3.2
Cc1cc(C)c2nc(-c3cccnc3)cc(C(=O)Nc3ccc(S(=O)(=O)Nc4onc(C)c4C)cc3)c2c1	-2.4	-0.2	1.0	-1.1	-18.7	-4.8	-27.3	-2.2	-11.4	-4.8
O=C(N/C(=C\c1cccc([N+](=O)[O-])c1)C(=O)N1CCOCC1)c1cccc(Br)c1	-0.9	1.5	0.9	-17.8	3.0	0.8	0.6	-2.6	-3.8	-1.2
COc1ccccc1NC(=O)/C(=N/OCc1ccc(F)cc1)C(C)=O	0.0	0.9	0.1	-2.1	-8.1	1.5	-7.2	-1.1	-18.8	-0.8
C[C@H](NC(=O)[C@@H]1CSC2c3ccccc3C(=O)N21)C(=O)NC1CCCC1 (stereo partly specified)	0.7	3.0	-0.3	-0.7	-4.2	-2.3	3.4	-1.7	0.1	-2.9
CC[C@@]1(C(=O)OC)N[C@H](CN(C)C(=O)Nc2ccc(C)cc2)[C@@H]2C(=O)N(C)C(=O)[C@@H]21	2.1	3.5	-0.5	-4.1	0.1	6.4	1.2	0.6	4.7	2.6
CC1(c2nnc(Cc3ccccc3)o2)CC(c2ccc([N+](=O)[O-])cc2)=NO1 (stereo unspecified)	-3.3	-5.3	1.4	3.4	8.7	0.5	-7.9	0.1	.	-1.5
O=C(Cn1ccc([N+](=O)[O-])n1)N1CCc2ccccc21	-1.9	-3.2	-5.2	-0.8	-4.6	-5.0	0.4	-1.0	23.5	0.9
CCC(=O)N1CCN(c2ccc(NC(=O)COc3ccc(C)cc3C)cc2)CC1	-4.7	-2.9	-2.2	12.1	5.8	-8.8	-5.3	-2.6	-9.5	-5.9
CC(OC(=O)CNC(=O)c1ccc(Cl)cc1)C(=O)NC1CCCCC1C (stereo unspecified)	0.4	1.3	-1.1	45.4	-1.6	-2.4	-9.2	-1.5	5.6	-0.4
C[C@H]1C=C(C(=O)N2CCN(Cc3ccc4c(c3)OCO4)CC2)O[C@@H](OCc2ccc(CO)cc2)C1	-2.8	-6.0	1.4	3.6	-5.2	-0.5	0.5	-0.6	1.3	-5.5
Nc1nc2ccccc2n1CCOc1ccccc1Cl	.	-0.6	0.1	-0.5	-2.8	-4.8	0.8	-1.9	14.1	-4.6
COc1ccc(CC(=O)Nc2c3c(nn2-c2ccccc2C)CS(=O)C3)cc1 (stereo unspecified)	.	1.2	-0.4	-0.1	0.8	-1.3	0.5	1.1	-0.3	-4.7
COc1ccc(S(=O)NC2CCCCC2)c(OC)c1C (stereo unspecified)	.	0.8	-0.2	27.2	3.3	0.0	4.5	0.1	-28.4	-4.5
CC(C)(C)OC(=O)C1C(=O)CC(C)(O)C(C(=O)OC(C)(C)C)C1c1cccnc1 (stereo unspecified)	-5.5	-3.8	.	-0.1	21.6	-4.4	-0.4	-2.3	-1.4	-1.1
CS(=O)(=O)c1ccc(-c2sc3cc4c(cc3c2C(=O)NN2CCOCC2)OCO4)cc1	2.2	1.9	-5.4	0.3	2.5	-1.0	2.4	-1.2	-0.1	8.4
Cc1nc(C)c(-c2ccc(SCc3ccccc3C)nn2)s1	9.2	10.3*	0.4	10.2	5.9	-1.9	-12.0	-2.7	55.8	2.8
Cn1c(=O)c2[nH]c(N3CCOCC3)nc2n(-c2ccccc2)c1=O	.	-0.5	0.0	2.2	-0.6	3.4	2.4	0.6	9.4	-6.3
CCN(CC)S(=O)(=O)c1ccc(C(=O)N2CCc3ccccc32)cc1	6.9	0.4	-0.6	-9.1	0.1	1.9	-2.9	-0.4	-8.9	0.3
Cc1ccc(NC(=O)c2noc3c2CC(C(C)(C)C)CC3)cc1 (stereo unspecified)	1.4	1.9	1.3	9.6	-2.4	4.8	5.1	-2.2	.	0.2
CCCCCOC(=O)Nc1ccc(S(=O)(=O)Nn2cnnc2)cc1	-5.5	0.1	2.1	9.6	29.5	-2.0	0.3	-1.9	-7.6	11.0
CN(NC(=O)COc1ccccc1)C1=NS(=O)(=O)c2ccccc21	-0.8	7.2	-1.8	3.6	1.4	-1.8	-1.3	-0.2	-4.7	2.5
Cc1cc(NC(=O)C(C)SCC(=O)OCc2ccc(Cl)cc2Cl)no1 (stereo unspecified)	-0.8	5.1	-1.4	-0.3	-8.8	-2.9	-10.0	-1.6	9.0	1.2
CCCCC(=O)Nc1ccc(C(N)=O)cc1	11.1	4.0	-0.7	-2.1	-5.2	-2.5	-8.1	0.2	-8.1	-5.5
COc1ccccc1OCC(=O)OC/C(O)=C(\C#N)c1nc2ccccc2[nH]1	.	-1.2	1.3	-8.4	16.8	-2.5	0.7	-1.6	18.1	6.6
CCOC(=O)c1sc2nc(C)nc(Nc3ccc(OC)c(OC)c3)c2c1C	1.2	-0.3	1.4	-10.9	-0.2	4.8	-10.0	0.0	14.0	.
Nc1c(-c2cccc(Cl)c2)cnn1-c1cccc([N+](=O)[O-])c1	.	0.4	0.7	4.1	-5.2	-3.8	0.2	0.0	.	-4.0
Cc1ccc(CN2CCN(/N=C/c3cc(Br)ccc3F)CC2)cc1	0.9	-3.2	0.8	-7.6	11.6	-3.0	-6.8	-0.5	.	13.8
COC(=O)C1CCN(c2cc(Cl)nc(N)n2)CC1	-0.8	-4.4	1.5	1.9	-4.7	-1.9	-10.5	-1.1	-4.1	6.3
O=C(c1ccc(COc2ccccc2)o1)N1CCN(S(=O)(=O)c2ccccc2Cl)CC1	25.2	-4.4	-2.3	0.5	4.9	.	-8.8	-0.9	17.5	9.5
CCCOc1ccc(NC(=O)CNC(=O)c2cc(OC)cc(OC)c2)cc1OCCC	-3.4	-4.0	0.6	-15.4	-4.9	-0.4	-15.1	-0.3	-7.7	2.1
CC1CCc2c(sc(NC(=O)/C=C/c3cccs3)c2C(=O)O)C1 (stereo unspecified)	0.8	-1.1	1.2	0.2	-4.0	-3.9	-3.2	0.7	7.2	-7.4
COc1ccc(C(=O)Nc2cccc(NC(=O)c3ccc(OC)cc3OC)n2)c(OC)c1	-9.0	-1.4	1.2	11.5	4.2	-2.3	6.7	-1.2	11.9	-0.8
COc1cc(N)c(Cl)cc1C(=O)OCC(=O)Nc1cccnc1Cl	1.2	-2.6	-0.9	1.1	3.5	-0.2	5.7	-1.2	21.9	-2.8
CC(NC(=O)/C(C#N)=C/c1ccco1)c1ccccc1 (stereo unspecified)	3.8	-2.0	0.4	2.9	-4.6	.	0.6	-3.4	2.8	-1.9
CCCN(CCC)C(=O)C1CCCN(S(=O)(=O)c2ccc3c(c2)oc(=O)n3C)C1 (stereo unspecified)	-0.7	-5.8	-0.3	-15.8	-4.6	-9.0	-7.4	-0.1	-6.1	-1.0
CC(C(=O)N1CCOCC1)N1C(=O)C2C3C=CC(C4CC34)C2C1=O (stereo unspecified)	-1.8	-1.7	-2.9	9.4	-4.9	-3.1	-4.8	-1.0	-6.7	5.0
Cc1ccc(C2(C)NC(=O)N(CC(=O)NC(=O)NCCC(C)C)C2=O)cc1 (stereo unspecified)	-19.9	3.8	2.9	-1.3	-3.2	-0.5	-12.2	-2.4	-14.8	4.6
CC1(C)Cc2c(C#N)c(SCCC#N)nc(N3CCOCC3)c2CO1	0.3	2.1	-0.2	-4.4	-2.2	-0.7	-2.6	-0.8	-6.0	-6.3
CC1CCc2nc3ccccc3c(C(=O)OCC(=O)NC3CCS(=O)(=O)C3)c2C1 (stereo unspecified)	-3.1	1.4	1.4	-0.1	0.9	-1.7	-9.1	-2.5	4.7	-0.7
Clc1ccc(-c2csc(NNC3=NCCCCC3)n2)cc1	17.9	-2.2	-0.2	11.5	-0.8	1.7	-1.8	-1.1	-9.0	-1.9
CC1=Nc2ccccc2N=C(NC(=O)CSC(=S)N2CCN(C)CC2)C1c1ccccc1 (stereo unspecified)	0.1	-2.7	6.8	-7.4	-11.7	.	-5.6	-1.4	.	-1.8
Cc1nn2c(C)c(C(=O)Nc3ccccc3)cnc2c1-c1ccccc1	-2.6	0.2	0.0	-7.3	-10.7	.	0.0	-2.7	16.4	3.5
Cc1nnc(NC(=O)CSc2ncnc3c2cnn3-c2ccccc2C)s1	.	1.4	-0.9	-6.6	-1.1	0.2	-3.9	-2.1	2.3	19.8
CCNC(=S)NNC(=O)C(c1ccccc1)c1ccccc1	-7.8	1.2	0.0	2.6	-6.0	-3.4	0.7	-0.1	-7.2	0.9
CC(C)(C)C(=O)Nc1sc2c(c1C#N)CCC2	-2.0	-2.3	-1.3	-2.4	7.9	7.0	-2.5	.	0.9	6.7
O=C(Nc1ccccc1)Nc1cccc2cccnc12	.	1.8	0.1	10.8	0.4	-6.1	5.4	-2.3	.	5.3

Screening results deposited in PubChem by several laboratories.
